Source: PubChem BioAssay
HSP90 refold inh = HSP90 inhibitors, primary screen, cell lysate, luminescence. inhibition, % at 5.6 µM. Rabbit reticulocyte lysate, luciferase refolding luminescence, 3 h. hit rate 0.91% among 290,000;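 active means inhibition above the screen-wide mean plus 3 SD, computed separately per campaign, cut at about 16% in these data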;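 further: 0% = DMSO wells and 100% = 60 µM geldanamycin wells; inhibitors lower the luminescence because luciferase stays unfolded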
PolyA inhibitor = polyadenylation inhibitors in yeast reporter cells, primary screen, luminescence, S. cerevisiae. S. cerevisiae SKY197-pL101 polyadenylation reporter, beta-gal luminescence; efflux-impaired pdr1/pdr3 knockout yeast; score 100 = 6 SD above DMSO. calls only at 12 µM. hit rate 0.02% among 300,000;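 active means lowest replicate activity score at least 50, where 100 means six control SD above control mean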;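 further: yeast exposed to compound for 9 h at 30 °C; higher score means more reporter readthrough which indicates perturbed polyadenylation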
aSyn UTR inh = MLPCN primary screen, SNCA 5' untranslated region | alpha-synuclein 5'UTR reporter, inhibitor activity | inhibition, % (tested at 7.5 µM) | hit rate 0.82% among 300,000 | AID 1813, 2009; in the data active means inhibition above about 60%;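 further: H4 neuroglioblastoma cells stably carrying SNCA 5'UTR luciferase fusion; 0% = DMSO wells and 100% = positive control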
IEC-6 cytotox = cytotoxicity in IEC-6 intestinal epithelial cells, primary screen, cytotoxicity control for KLF5 inhibitor project, cell-based, luminescence. hit rate 0.78% among 290,000. inhibition, % at 5 µM. IEC-6 cytotoxicity, luminescence viability; in the data active means inhibition above about 22%;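 further: 0% = plate median of test compound wells and 100% = cytotoxic reference compound wells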
HSF-1 act = HSF-1 activators, primary screen, NIH3T3-HGL cells, MG132 stress, luminescence, single point; NIH3T3-HGL HSF-1 luciferase reporter, 8 h; 100% = twice DMSO control signal; activation, % at 9 µM; hit rate 1.7% among 300,000;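 active means mean replicate activation of at least 50% with a set share of replicates each reaching 50%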;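 further: 0% = median of the neutral control wells and 100% = twice that signal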
GSK3beta inhib = human GSK3beta kinase inhibitors, primary screen, biochemical, cell-free homogeneous, HTS; Glycogen synthase kinase-3 beta (Homo sapiens), P49841; GST-GSK3beta kinase, ADP-Glo luminescence, 60 min; stronger effect = lower value; activity score (negative = inhibition), % at 10 µM; hit rate 0.038% among 300,000;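 active means more than half of replicate wells score below -50%, meaning over 50% inhibition versus plate controls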;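 further: 0% = median DMSO wells and -100% = median GW8510 positive control wells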
Target sequence (P49841 whole entry, looked up): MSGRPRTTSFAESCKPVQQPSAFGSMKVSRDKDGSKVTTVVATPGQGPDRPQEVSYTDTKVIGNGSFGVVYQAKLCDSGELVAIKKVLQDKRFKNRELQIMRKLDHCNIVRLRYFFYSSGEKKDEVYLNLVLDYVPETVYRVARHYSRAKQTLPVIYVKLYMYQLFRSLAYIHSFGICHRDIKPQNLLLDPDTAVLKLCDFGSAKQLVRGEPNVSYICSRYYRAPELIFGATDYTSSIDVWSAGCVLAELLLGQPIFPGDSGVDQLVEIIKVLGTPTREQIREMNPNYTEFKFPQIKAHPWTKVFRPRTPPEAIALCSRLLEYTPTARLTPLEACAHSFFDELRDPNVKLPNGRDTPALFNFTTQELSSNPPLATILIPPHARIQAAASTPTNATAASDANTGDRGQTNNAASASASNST
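Test system – GST-tagged human GSK3beta kinase, cell-free · Incubation – 60 min enzyme reaction, room temperature · Signal – ADP-Glo luminescence · Also added – peptide substrate and ATP at 25 µM · Controls – DMSO neutral wells and GW8510 at 20 µM as positive · Buffer or medium – Tris/MgCl2 kinase buffer · Measure – Luminescence-derived activity versus plate DMSO and GW8510 wells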
AI-2 QS modul = Vibrio harveyi AI-2 quorum sensing modulators, primary screen, JMH597 strain, luminescence/OD600 ratio; AID 2094, 2009; Vibrio harveyi JMH597 AI-2 luminescence/OD600 ratio, 9 h; stronger effect = lower value; strain lacks LuxN and CqsS sensors; 0 = neutral-control median; activity change, % at 7.5 µM; hit rate 0.4% among 300,000; in the data active means activity change below about -75%, passing the limit was not always enough;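 further: luminescence divided by OD600 gain over 9 h not by final OD600 alone; inactives centre near 13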
GSK3 alpha inh = blockers of GSK3A enzyme activity – biochemical, luminescence, cell-free homogeneous, HTS, primary screen; hit rate 0.1% among 320,000; GSK-3 alpha kinase, ADP-Glo luminescence, 60 min; inhibition, % at 10 µM;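 in the data active means inhibition above about 50%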;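 further: GST-tagged GSK-3 alpha with peptide substrate and 25 µM ATP; 0% = DMSO neutral wells and 100% = GW8510 positive control wells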
Target sequence (P49840 whole entry, looked up): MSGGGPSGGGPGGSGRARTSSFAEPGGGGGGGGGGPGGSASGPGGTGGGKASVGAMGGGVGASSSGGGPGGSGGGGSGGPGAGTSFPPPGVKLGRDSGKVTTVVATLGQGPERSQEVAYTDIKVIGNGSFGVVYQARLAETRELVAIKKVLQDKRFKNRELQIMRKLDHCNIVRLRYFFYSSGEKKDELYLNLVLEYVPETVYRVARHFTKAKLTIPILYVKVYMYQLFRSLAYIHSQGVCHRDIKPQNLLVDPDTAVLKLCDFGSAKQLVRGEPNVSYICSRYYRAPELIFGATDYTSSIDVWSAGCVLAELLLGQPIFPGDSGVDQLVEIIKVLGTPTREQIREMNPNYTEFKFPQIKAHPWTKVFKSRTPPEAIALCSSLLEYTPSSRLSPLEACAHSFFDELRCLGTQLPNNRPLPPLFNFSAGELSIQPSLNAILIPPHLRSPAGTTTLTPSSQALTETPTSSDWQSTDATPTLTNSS
HSF1 inh = HSF1 inhibitors in luciferase reporter cells, primary screen, cell-based, NIH3T3, luminescence | hit rate 0.77% among 300,000 | NIH3T3-HGL HSE-luciferase, MG132-induced, luminescence 8 h; stronger effect = lower value | activity change, negative = inhibition, % at 7.5 µM (by protocol);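 active means more than half of replicate wells show activity change below -50%, luminescence cut by over half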;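 further: luciferase reports HSF-1 transcriptional activity via heat shock element; 0% = median of DMSO wells and -100% = zero luminescence signal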
KLF5 inh = KLF5 expression inhibitors, primary screen, DLD-1 cells, luminescence. DLD-1 KLF5 promoter-luciferase reporter. inhibition, % at 5 µM. hit rate 0.23% among 290,000;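 active means inhibition above a per-plate limit of that plate's mean compound inhibition plus 3 SD, cut at about 60% in these data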;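 further: 0% = DMSO wells and 100% = LY294002 at 200 µM; higher means less KLF5 promoter-driven luciferase light; inactives centre near -14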
Active calls of the source: *; i = inactive; . = not tested or not shown. Only part of the results is shown (hit frequency here may not be typical).

SMILES | HSP90 refold inh | PolyA inhibitor | aSyn UTR inh | IEC-6 cytotox | HSF-1 act | GSK3beta inhib | AI-2 QS modul | GSK3 alpha inh | HSF1 inh | KLF5 inh
CCNC(=O)N(C(=O)NCC)n1c(C)nnc1C | -3 | i | -24 | -8 | -9 | 3 | 0 | 1 | -9 | 11
CC(=O)Nc1ccc(NC(=O)CCCSc2nc3ccccc3[nH]2)cc1 | 2 | i | 9 | -2 | 15 | 2 | 8 | -2 | -1 | -17
O=Cc1cccc(Oc2ncccn2)c1 | 0 | i | 11 | 4 | 2 | 2 | 0 | -1 | -14 | -32
CC(=O)Nc1ccc(NC(=O)CC(C)n2ccnc2)cc1 (stereo unspecified) | -1 | i | -10 | 2 | -4 | 0 | 28 | -1 | -5 | -6
CC1=CC=CC2=NC(=O)CC(C)(C(=O)N(CC(=O)NC(C)C)C3CCCC3)N12 (stereo unspecified) | -3 | i | -5 | -2 | -11 | 1 | 39 | -1 | -4 | 5
CN(C)C(=O)CN1CCN(Cc2nc(CC3CC3)no2)CC1 | 0 | i | -3 | 0 | -9 | -1 | 4 | 0 | -1 | 6
C/C(=N\NC(=O)Cc1ccccc1)c1cccnc1 | -1 | i | 0 | 6 | -1 | 2 | 24 | 0 | -4 | 12
Cc1c(Cl)c([N+](=O)[O-])nn1CCCC(=O)Nc1cc(Cl)ccc1Cl | -1 | i | 13 | -2 | -2 | 2 | 20 | -2 | 3 | 2
Cn1c(=O)n(C)c2cc(/C=N/NC(N)=S)ccc21 | 0 | i | 8 | -2 | -4 | -1 | 0 | -3 | 8 | -43
COc1ccc(C(CNC(=O)c2cc(C)on2)N(C)C)cc1 (stereo unspecified) | 3 | i | -13 | 4 | 6 | 2 | 14 | -2 | 8 | -20
COc1ccc(CNC(=O)Cn2cncn2)cc1OC | 3 | i | -16 | 2 | -11 | -1 | 17 | . | 1 | -5
C/C(=N/NC(=O)Cn1nc2ccccc2n1)c1ccc(F)cc1 | -2 | i | 9 | 3 | 11 | 2 | 6 | 2 | -4 | -15
COc1ccc(N2CCN(C(CNC(=O)COc3ccccc3)c3ccco3)CC2)cc1 (stereo unspecified) | . | i | -2 | . | 2 | -1 | -10 | -4 | 0 | .
CCN1C(=Nc2ccc(Cl)cc2)SC/C1=C\C(=O)OC | 0 | i | -81 | 8 | 31 | 5 | 23 | -2 | 27 | -46
NC(=O)CN1C(=O)C(=O)N(Cc2cccc(Cl)c2)C1=O | 3 | i | 3 | 6 | -18 | 1 | 13 | -1 | 0 | -21
Cc1cc(N2CCOCC2)nc(-c2ccc([N+](=O)[O-])cc2)n1 | 1 | i | -44 | 2 | 8 | 3 | 7 | -1 | 6 | -41
O=C(NCCN1CCOCC1)/C(=C\c1ccccc1F)NC(=O)c1ccccc1 | -3 | i | -1 | 4 | -24 | -1 | 29 | 4 | 1 | -10
NC(=O)C1CCN(C(=O)c2cc3n(n2)C(C(F)(F)F)CC(c2ccco2)N3)CC1 (stereo unspecified) | 2 | i | 1 | 2 | -8 | -1 | 17 | 0 | -16 | -92
COc1ccc(Br)cc1-c1noc(-c2ccccc2)n1 | -2 | i | 4 | 2 | 23 | -1 | 30 | -4 | 13 | -29
COc1ccc(NC(=O)CC(=O)Nc2ccc(OC)cc2OC)c(OC)c1 | 3 | i | 6 | -2 | -6 | 0 | 8 | -3 | -8 | -10
Cc1c(C(=O)N2CCCC2)c(S(=O)(=O)Nc2cccc(Br)c2)c(C)n1C | -5 | i | 24 | -3 | -28 | 1 | 14 | 0 | -12 | -19
CC(=O)c1ccc(N2CCN(C(=O)CCCn3c(=S)[nH]c4cc5c(cc4c3=O)OCO5)CC2)cc1 | -4 | . | . | -12 | . | . | . | -1 | . | -19
CC(C)(C)C(=O)NC1CC2CCCC(C1)N2C(=O)Nc1ccccc1Cl (stereo unspecified) | -2 | i | -14 | 2 | -10 | -3 | 9 | 0 | 2 | -32
CCOC(=O)C1=C(C)N(C2CCCCC2)C(=O)C1 | 0 | i | 18 | -1 | -14 | -3 | 24 | -6 | -3 | -14
Cc1cccc2sc(N(CCCN(C)C)C(=O)c3nc4ccccc4s3)nc12 | 4 | i | -3 | 9 | -22 | 1 | 14 | -2 | -11 | -12
Cc1cccc(N(CC(=O)N2CCCC2)S(C)(=O)=O)c1 | -3 | i | -1 | 1 | 8 | -5 | 2 | 3 | -5 | -17
O=c1sc(N2CCN(c3ccccc3F)CC2)nc2ccsc12 | 0 | i | -192 | 1 | 21 | -1 | 21 | -3 | 28 | -29
CCN(C(=O)COC(=O)c1ccc2[nH]c3c(c2c1)CCCC3)C1CCS(=O)(=O)C1 (stereo unspecified) | -1 | i | 3 | 3 | 12 | -2 | 4 | 1 | 9 | -7
COc1cc(C(=O)N2CCc3ccccc32)ccc1OCc1c(C)noc1C | 0 | i | 7 | -4 | 1 | -2 | 15 | -1 | -7 | -30
COc1ccc(C2=Nn3c([n+](C)c4ccccc43)SC2)cc1 | 3 | i | 2 | 30* | 26 | 0 | 7 | 1 | -3 | 15
CCC(C)NC(=O)CSc1nc2ccccc2c(=O)n1CCCN1CCCCC1 (stereo unspecified) | -6 | i | -2 | 4 | -6 | 2 | 12 | -2 | -4 | 9
CC(C)Cc1cc(C(=O)Nc2ccc(F)cc2F)no1 | 0 | i | -139 | 4 | 27 | -2 | -12 | 1 | 25 | -13
O=C(O)c1cccc(NS(=O)(=O)c2ccc3c4c(cccc24)C(=O)N3)c1 | -5 | i | 16 | -8 | 0 | -2 | 17 | -2 | -9 | 6
CCOC(=O)C1=C(Cn2cnc3ccccc32)NC(=O)NC1c1ccc(OC)cc1 (stereo unspecified) | 2 | i | 26 | -3 | 32 | 0 | 18 | . | 7 | -26
COc1cccc(C(=O)NC(=S)Nc2ccc3c4c(cccc24)CC3)c1 | 2 | i | -55 | 5 | 21 | 2 | 0 | 0 | 3 | -16
O=C1[C@@H]2C(c3cccnc3)=NO[C@@H]2C(=O)N1c1ccc(Cl)cc1Cl | 0 | i | -22 | 3 | 3 | 1 | 31 | -4 | 3 | 4
Cc1ccc(C)c(NC(=S)NCCc2ccc(F)cc2)c1 | 0 | i | -3 | 7 | -1 | -1 | -4 | -1 | 5 | 6
CCOC(=O)c1ccccc1NC(=O)c1ccc2nc[nH]c2c1 | -1 | i | 18 | -2 | 8 | -2 | 2 | 1 | 2 | -33
CC1Cc2cc(S(=O)(=O)NCc3ccccc3)ccc2N1C(=O)C1CCC1 (stereo unspecified) | -3 | i | 12 | 4 | 4 | 3 | 8 | 1 | -2 | -7
c1ccc(-c2ccccc2OCCCCn2ccnc2)cc1 | 4 | i | 10 | 4 | -5 | -7 | 29 | -1 | 2 | -12

Results in IEC-6 cytotox and HSF-1 act, for 2 of the compounds above:
| structure | IEC-6 cytotox | HSF-1 act |
| --- | --- | --- |
| CCC(C)NC(=O)CSc1nc2ccccc2c(=O)n1CCCN1CCCCC1 (stereo unspecified) | 4 | -6 |
| O=C1[C@@H]2C(c3cccnc3)=NO[C@@H]2C(=O)N1c1ccc(Cl)cc1Cl | 3 | 3 |

The list continues:
SMILES | HSP90 refold inh | PolyA inhibitor | aSyn UTR inh | IEC-6 cytotox | HSF-1 act | GSK3beta inhib | AI-2 QS modul | GSK3 alpha inh | HSF1 inh | KLF5 inh
Cc1cc(-c2ccccc2)nc(Cl)c1C#N | -4 | i | -80 | 0 | -40 | 0 | 5 | 1 | -23 | -14
COCCCNC(=O)CC(=O)N/N=C\c1ccc(SC)cc1 | 2 | i | -9 | -5 | 32 | -8 | 13 | -2 | 7 | 1
C=CCc1cc(Cl)ccc1OCCNCCCOC | 0 | i | 24 | -6 | 15 | -1 | 20 | 1 | 18 | -26
COc1ccc2nc(SCC(=O)NCC(F)(F)F)[nH]c2c1 | 2 | i | 11 | -3 | -2 | 1 | 11 | 0 | 8 | 12
COc1ccc(Cn2c(C)nnc2-c2cnn(C)c2N)cc1OC | -1 | i | 25 | -2 | -2 | . | . | -2 | 0 | -5
COC(=O)Nc1ccc(S(=O)(=O)NNC(=O)c2c(O)c3ccccc3[nH]c2=O)cc1 | -6 | i | 9 | 0 | -4 | 1 | 4 | 0 | 6 | -26
CCOc1ccc(S(=O)(=O)Nc2ccccn2)c2ccccc12 | -2 | i | 7 | -6 | -6 | 1 | 28 | -2 | -4 | -8
Cc1ccc(N=Cc2cc3c(cc2[N+](=O)[O-])OCO3)cc1[N+](=O)[O-] | . | i | -12 | . | 21 | 4 | 16 | -3 | 8 | .
Cc1ccc(CNC(=O)CSc2nc(C)cc(C)c2C#N)cc1 | 3 | i | 10 | -8 | 4 | 2 | -4 | -2 | 10 | -4
CCOC(=O)N1CCN(C(=O)CS(=O)(=O)c2cn(Cc3ccccc3C)c3ccccc23)CC1 | -5 | i | 12 | -2 | -19 | 0 | 8 | -2 | -5 | -14
CCOC(=O)/C(=N\Nc1ccc(C(C)=O)cc1)c1csc(Nc2ccccc2)n1 | -3 | i | -4 | 4 | 21 | 3 | 9 | 0 | 5 | -13
COC(=O)Nc1ccc(S(=O)(=O)N2CCCCCC2)cc1 | 7 | i | 33 | 2 | 1 | 1 | 3 | -3 | -6 | 7
OCCNCc1cc(Br)ccc1OCc1ccc(Cl)cc1Cl | -1 | i | 30 | 2 | 17 | -9 | -2 | . | 2 | 22
CC(C)NS(=O)(=O)c1ccc(OCC(=O)N(C)Cc2ccccc2)cc1 | -2 | i | 15 | -8 | -5 | 0 | 3 | 4 | -4 | -22
Cn1c(-c2cc3ccccc3oc2=O)nc2ccccc21 | 2 | i | -97 | -5 | 27 | 0 | 51 | 4 | 9 | -75
C#CCN(Cc1ccco1)C(=O)c1cc(COc2ccc(F)cc2Cl)on1 | 4 | i | 1 | -7 | 19 | 1 | 29 | -2 | 10 | -50
Cc1nn(CC(=O)c2ccc(Br)s2)c(C)c1[N+](=O)[O-] | 0 | i | 1 | -4 | -1 | 1 | 30 | -4 | 4 | -46
COc1cc(C(=O)NC2CCCCCCC2)cc(OC)c1OC | . | i | -14 | . | 23 | 0 | 15 | 0 | -6 | .
COc1cc2ccccc2cc1C(=O)Nc1ccc(N2CCN(C)CC2)cc1 | . | i | -176 | . | -24 | 0 | 24 | 3 | -15 | .
CCOC(=O)C1=C(CN2CCN(c3ccc(F)cc3)CC2)NC(=O)NC1c1cccs1 (stereo unspecified) | 0 | i | 5 | -6 | -26 | 0 | -2 | -2 | -15 | 12
O=c1c2ccccc2oc2nc(-c3ccco3)n(Cc3ccccc3)c(=O)c12 | 5 | i | -26 | 0 | 19 | 1 | 8 | -1 | 11 | -14
